phage Ecoli inh = E. coli growth loss with phage present | growth absorbance | inhibition, % at 11.9 µM | 360,000 compounds, 0.26% hits | AID 651602; in the data active = inhibition above about 11%
HTR5A inv ag = counter-screen for OPRM1-OPRD1 inverse agonists: human HTR5A inverse agonism; P47898; HTR5A cell line, luminescence; inhibition, % at 9.3 µM; 340,000 compounds, 0.083% hits; in the data active = inhibition mostly above about 23%, no sharp cut-off; inactive = mostly below about 18%;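 also: 0% = cells with DMSO and 100% = no-cell wells with DMSO; some compounds called inactive have numbers as strong as hits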
DAGLB inh = blocks human DAGLB lipase activity | AID 504411 | Q8NCG7 | HEK293T DAGLB membrane lysate, EnzChek fluorogenic substrate | inhibition, % at 5.17 µM | 340,000 compounds, 0.059% hits; in the data active = inhibition above about 34%;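 also: 0% = enzyme with vehicle and 100% = wells lacking enzyme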
Target sequence (Q8NCG7 whole entry, looked up): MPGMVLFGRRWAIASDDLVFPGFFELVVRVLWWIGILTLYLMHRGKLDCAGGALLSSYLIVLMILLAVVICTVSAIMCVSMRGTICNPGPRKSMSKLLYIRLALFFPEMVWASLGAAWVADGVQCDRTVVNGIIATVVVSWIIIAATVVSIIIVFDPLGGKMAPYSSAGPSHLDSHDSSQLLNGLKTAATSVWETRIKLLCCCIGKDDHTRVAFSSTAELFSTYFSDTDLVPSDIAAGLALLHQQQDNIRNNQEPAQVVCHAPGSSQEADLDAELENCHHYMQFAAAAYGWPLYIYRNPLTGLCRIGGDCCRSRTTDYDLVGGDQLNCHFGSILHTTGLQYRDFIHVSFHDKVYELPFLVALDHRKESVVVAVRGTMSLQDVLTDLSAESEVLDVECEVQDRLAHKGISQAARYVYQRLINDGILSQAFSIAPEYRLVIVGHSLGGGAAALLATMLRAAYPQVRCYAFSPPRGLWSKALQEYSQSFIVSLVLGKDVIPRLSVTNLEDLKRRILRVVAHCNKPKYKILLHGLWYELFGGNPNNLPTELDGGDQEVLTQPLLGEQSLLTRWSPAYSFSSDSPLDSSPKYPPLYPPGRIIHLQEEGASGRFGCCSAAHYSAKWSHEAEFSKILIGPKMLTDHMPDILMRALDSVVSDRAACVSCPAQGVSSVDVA
Tat export inh = E. coli Tat transport inhibition | E. coli MC4100 TorA-mCherry Tat export, fluorescence | inhibition, % at 10 µM | 340,000 compounds, 0.036% hits | AID 488895;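 active = mean replicate inhibition at least 50% and at least half of replicates individually reaching 50%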;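 also: exported cargo escapes ClpAP degradation while cytoplasmic cargo is degraded and loses fluorescence; 0% = median of neutral control wells and 100% = median of NaSCN control wells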
PKA-R1A act = PKA-R1A complex activation; P00514+P68181; PKA-R1A dissociation, Cy5-IP20 fluorescence polarization; scaled: DMSO 0%, 113 µM cGMP 100%; activation, % at 11.4 µM; 340,000 compounds, 0.083% hits;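 active = percent activation above the mean of all tested compounds plus 3 SD, cut at about 19% in these data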;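 also: higher means more PKAc released from R1A so a rise in polarization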
PKA-R2B activ = activates the human PKA-R2B holoenzyme complex; PKA-R2B holoenzyme dissociation, Cy5-IP20 fluorescence polarization; R2B truncated from residue 108, S112A mutant; 0% DMSO only, 100% 113 µM cGMP; activation, % at 11.4 µM; 340,000 compounds, 0.079% hits;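 active = activation above a cutoff set at the mean over all compounds plus 3 SD, cut at about 18% in these data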;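 also: higher means more holoenzyme dissociation and a rise in polarization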
Target sequence (P31323 whole entry, looked up, other chains not shown, the tested form may be a part): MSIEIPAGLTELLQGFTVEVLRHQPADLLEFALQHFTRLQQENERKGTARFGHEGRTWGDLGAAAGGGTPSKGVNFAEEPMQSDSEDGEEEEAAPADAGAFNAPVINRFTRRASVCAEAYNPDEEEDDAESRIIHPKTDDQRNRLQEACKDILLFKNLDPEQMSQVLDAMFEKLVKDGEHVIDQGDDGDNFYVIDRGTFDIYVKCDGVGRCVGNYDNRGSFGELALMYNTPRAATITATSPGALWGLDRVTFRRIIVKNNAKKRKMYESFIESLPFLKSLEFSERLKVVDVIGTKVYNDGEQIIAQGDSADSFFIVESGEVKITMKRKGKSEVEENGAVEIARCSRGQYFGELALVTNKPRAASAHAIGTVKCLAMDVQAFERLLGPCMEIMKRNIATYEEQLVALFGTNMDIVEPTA
CDK5 inh = blocks human CDK5/p35 kinase activity | Q00535+Q15078 | Recombinant CDK5/p35, ADP-Glo luminescence, 60 min | inhibition, % at 10 µM | 330,000 compounds, 0.01% hits;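 active = highest replicate inhibition of at least 50% and at least 75% of replicates reaching 50%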;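 also: plate controls were DMSO neutral control for no effect and GW8510 at 10 µM for full effect; many of its hits are not listed in these tables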
SUMO Mot1 rescue = SUMOylation pathway inhibition by Mot1-301 growth rescue; S. cerevisiae Mot1-301 growth rescue, ATP luminescence, 38.5C; percent above DMSO median, 100 means doubled; growth rescue, % at 18.8 µM; 320,000 compounds, 1% hits;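 active = every valid replicate shows activation above 250% relative to neutral control wells; inactive = the rest, any valid replicate at or below 250%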;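 also: OY570 slx delta 5 strain wells were the positive control but not used for scaling; some compounds called inactive have numbers as strong as hits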
HTR5A ag = activates human HTR5A in OPRM1-OPRD1 agonist counter-screen. HTR5A agonist assay, luminescence, cell-based. activation, % at 9.3 µM. 340,000 compounds, 0.61% hits. P47898. AID 504692; in the data active = activation mostly above about 9.5%, no sharp cut-off; inactive = mostly below about 7.6%;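 also: 0% = cells with vehicle only and 100% = reference agonist; strong numbers were not always called active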
Ecoli viability = counter-screen for AddAB inhibitors: E. coli growth inhibition. inhibition, % at 11.9 µM. E. coli V3065 growth, OD600 absorbance, 18 h. 330,000 compounds, 0.27% hits;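 active = inhibition above the campaign's mean inhibition across all tested compounds plus 3 SD, cut at about 9.9% in these data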;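 also: uninfected addAB+ strain grown without phage in ampicillin broth; 0% = DMSO wells and 100% = ciprofloxacin 0.95 µg/ml wells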
AddAB inh = less growth of phage-infected E. coli with AddAB | E. coli expressing H. pylori AddAB, absorbance growth | inhibition, % at 11.9 µM | 330,000 compounds, 0.29% hits; in the data active = inhibition above about 12%;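 also: 0% = vehicle wells of infected cells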
An asterisk follows results filed as active; . = not tested or not shown; + = active, no number; & = joins results of further samples.

SMILES	phage Ecoli inh	HTR5A inv ag	DAGLB inh	Tat export inh	PKA-R1A act	PKA-R2B activ	CDK5 inh	SUMO Mot1 rescue	HTR5A ag	Ecoli viability	AddAB inh
CCOc1ccc(C(F)(F)F)cc1NC(=O)COc1ccc(C(F)(F)F)cc1[N+](=O)[O-]	-0.3	11	-2	-7	-8	-14	-0.6	-13	-3	0.6	-0.9
CSCCC(NS(=O)(=O)c1ccc(Cl)cc1)C(=O)OCC(=O)N1CCCc2ccccc21 (stereo not given)	3.0	10	1	4	8	-8	0.5	-7	-4	-0.5	-1.3
CCOC(=O)CC/C(=N\NC(N)=O)c1ccc(OC)c(Cl)c1	2.1	-7	-2	-4	-9	-4	0.0	8	2	-1.2	0.3
COC(=O)C1=C(C)N(Cc2ccc(OC)cc2)C(=O)/C1=C\c1ccco1	2.7	-4	1	3	-6	11	1.5	-23	7	-1.4	0.6
Cc1ccc(CNC(=O)c2ccc(S(=O)(=O)N(C)C)cc2)n1C	2.4	-5	2	-4	7	-14	-1.1	104	4	0.4	4.9
Cc1cc(C(=O)COC(=O)c2ccc(N)c([N+](=O)[O-])c2)c(C)n1Cc1ccc2c(c1)OCO2	2.8	-37	1	6	-13	2	0.4	2	1	2.2	-0.8
CCCn1c(NC(=O)c2cccc(C)c2C)nc2ccccc21	.	3	-4	8	1	-2	0.2	30	1	-3.6	-2.3
COc1ccc(C(=O)Cn2nc(CNc3ccc(Br)cc3)[n+]3c2CCCCC3)cc1	1.5	16	2	2	-13	0	1.3	1	1	-3.1	-0.3
COc1ccc(CNC(=O)c2cc(-c3cc(C)ccc3O)n[nH]2)cc1	3.5	8	0	7	-7	-6	-0.6	24	-2	2.4	2.9
Cc1sc2c(c1C)c(=O)nc1scc(CC(=O)O)n12	2.2	-13	0	10	-4	-4	0.2	21	-1	-0.2	3.4
COc1cc(C)c(S(=O)(=O)n2nnc3ccccc32)cc1C	-0.1	-7	0	3	-9	1	-0.1	-2	2	0.8	-1.6
CN(C)C(CNC(=O)CNC(=O)c1ccc(Br)cc1)c1ccccc1 (stereo not given)	1.8	0	0	3	0	7	1.5	599*	0	1.9	-0.1
O=c1cc(CSc2nnc(COc3ccccc3)n2-c2ccccc2)c2ccccc2[nH]1	4.5	-20	0	4	-5	-3	-1.8	.	3	2.1	2.7
Cc1sc2ncn(CC(=O)NCc3ccccc3)c(=O)c2c1C	1.0	25	2	-1	-6	-3	4.5	-8	13	2.3	1.0
CCN(CC)CCNC(=O)CCn1c(=S)[nH]c2cc3c(cc2c1=O)OCO3	0.2	9	-2	0	-8	-12	-1.7	+	-3	2.4	0.2
COc1ccc(-n2c(SC)nc(O)cc2=O)cc1	0.5	-3	3	3	9	-15	1.0	140	0	0.0	1.6
COc1ccc(C(=O)NCCN2C(=O)S/C(=C\c3cccnc3)C2=O)c(OC)c1OC	3.4	-3	0	0	-5	6	0.3	-16	2	-1.2	0.3
O=c1c2[nH]c3ccc(F)cc3c2ncn1CCN1CCN(Cc2ccccc2)CC1	-1.4	-8	4	2	-7	-5	-0.1	-16	-1	-0.5	-5.3
COCCN(CCOC)S(=O)(=O)c1ccc(C(=O)Nc2sc3c(c2C(N)=O)CCCCC3)cc1	1.6	8	-6	-7	-4	-5	.	8	-1	-0.1	0.8
O=C(/C=C/c1ccccc1Cl)Nc1ccc(-c2nnc3n2CCCCC3)cc1	2.9	-9	-1	8	-3	-3	1.0	-16	-1	0.3	0.5
Cn1c(CCCOc2ccc(Cl)cc2Cl)n[nH]c1=S	2.7	2	1	-2	-8	-10	2.5	.	-1	-0.9	0.8
C[C@H](NC(=O)c1[nH]cnc1C(=O)Nc1ccc(Cl)cc1)c1ccccc1	2.2	-8	-6	12	-10	-3	1.8	12	1	-2.5	2.2
CCOc1cc(C)nc(N2CCN(C3CCCCC3)CC2)n1	0.8	9	2	0	1	-14	1.3	2	5	-2.4	-2.0
COc1ccccc1CN(C)C(=O)c1sccc1-c1ccccc1	3.0	-16	-8	4	-6	-12	-1.9	19	7	1.9	1.8
Cc1cccn2c(=O)c3cc(C#N)c(=NC(=O)c4ccccc4)n(Cc4ccco4)c3nc12	3.1	0&-21	3&6	8&5	1&-4	-7&-1	-0.8&-0.3	-1	0&0	-1.1	1.2

Among those listed so far, these contain two or more sulfur atoms:
SMILES	phage Ecoli inh	HTR5A inv ag	DAGLB inh	Tat export inh	PKA-R1A act	PKA-R2B activ	CDK5 inh	SUMO Mot1 rescue	HTR5A ag	Ecoli viability	AddAB inh
CSCCC(NS(=O)(=O)c1ccc(Cl)cc1)C(=O)OCC(=O)N1CCCc2ccccc21 (stereo not given)	3.0	10	1	4	8	-8	0.5	-7	-4	-0.5	-1.3
Cc1sc2c(c1C)c(=O)nc1scc(CC(=O)O)n12	2.2	-13	0	10	-4	-4	0.2	21	-1	-0.2	3.4
COCCN(CCOC)S(=O)(=O)c1ccc(C(=O)Nc2sc3c(c2C(N)=O)CCCCC3)cc1	1.6	8	-6	-7	-4	-5	.	8	-1	-0.1	0.8

Carrying on:
SMILES	phage Ecoli inh	HTR5A inv ag	DAGLB inh	Tat export inh	PKA-R1A act	PKA-R2B activ	CDK5 inh	SUMO Mot1 rescue	HTR5A ag	Ecoli viability	AddAB inh
COc1cccc(OC)c1C(=O)N1CCN(Cc2ccccc2C)CC1	-0.9	-4	-1	12	-21	-8	0.4	359*	1	-1.8	3.6
CCOC(=O)C1=C(CCc2ccccc2)NC(=O)NC1c1ccc(C#N)cc1 (stereo not given)	0.6	-24	1	-5	3	-3	0.2	309	6	-1.9	3.2
Cc1cc(NC(=O)/C=C/c2ccc(F)cc2)n(-c2nc3ccccc3[nH]2)n1	2.6	12	-3	-1	8	-13	1.7	-10	-4	1.3	4.0
O=C(NNC(=S)NCc1ccc(Cl)cc1)c1ccc(Br)o1	4.1	-12	0	9	2	-8	1.7	9	5	1.6	-1.0
O=C(O)CC1S/C(=N\N=C/c2ccccc2)N(c2ccc(O)cc2)C1=O (stereo not given)	3.5	7	0	-1	-3	15	2.5	63	10	1.9	3.4
CCC(C)[C@H](NC(=O)NCCCOC(C)C)C(=O)OC (stereo not given in full)	-0.9	8	-4	-1	-4	-3	1.6	6	-3	-2.0	0.6
c1ccc(CSC2=NCCS2)cc1	1.3	8	0	9	-2	-4	-7.9	51	-3	-3.1	-0.8
O=C(CSc1nnc(CNC(=O)c2cccs2)o1)c1ccccc1	1.4	-15	1	-1	5	3	0.2	436	-1	0.3	1.0
COc1ccc(-n2c(O)c(C=NC3CC3)c(=O)[nH]c2=O)cc1	2.0	8	-1	-5	-16	-13	1.0	156	-2	-4.0	1.4
CC(=O)Oc1ccccc1C1OC(=O)c2ccccc2N1C(C)=O (stereo not given)	2.5	-11	-2	-9	-6	-4	0.4	-17	5	-2.8	0.9
O=C(Nc1ccc(F)cc1F)NC1CCN(Cc2c(F)cccc2Cl)CC1	2.6	8	-2	7	6	7	-1.4	-3	-1	0.4	6.0
O=C(c1ccc(-c2ccccc2Cl)o1)N1CCC1	3.8	-10	1	-3	-1	-4	2.2	.	4	.	.
CCC(=O)Nc1ccc(NCc2cccs2)cc1	1.8	-12	-1	1	1	10	-1.2	9	3	-0.1	3.6
COc1ccc(CCCc2nnc(SCC(=O)Nc3cc(C)c(C)cc3Br)o2)cc1	2.5	7	-9	2	-3	6	0.3	188	5	1.6	1.9
Cc1c([N+](=O)[O-])cc(C(=O)N2CCOCC2)cc1[N+](=O)[O-]	2.5	-11	0	-1	-2	-1	-0.1	2	-1	0.1	1.1
COc1ccc(/C=C/C(=O)NC(C)(C)C)cc1S(=O)(=O)N1CCOCC1	1.2	16	3	-9	-1	4	-3.9	-16	3	-1.0	-0.2
c1ccc(-c2nnc(-c3ccccn3)nn2)nc1	0.8	5	4	1	-2	1	1.2	-28	-2	4.5	4.2
CCN(CC)CCNCc1cc(Cl)ccc1OCc1ccccc1F	-1.1	10	0	-13	1	-4	-1.4	-11	-4	-3.0	-5.5
Cc1ccc(S(=O)(=O)NC2CC2)cc1[N+](=O)[O-]	-0.2	-5	0	3	-12	2	1.1	-9	1	1.4	4.5
CCN1C(=O)[C@H]2[C@@H](c3ccc(-c4cccc(Cl)c4)c(OC)c3)N3CCCC[C@@]3(C(=O)OC)[C@H]2C1=O	3.4	-2	-3	4	-4	-4	-1.7	18	1	-2.5	1.9
COc1ccc(C(=O)OCC(=O)N(C)C2CCS(=O)(=O)C2)cc1Br (stereo not given)	2.4	10	0	3	-8	6	-1.3	-13	-2	-0.9	-0.2
CCOC(=O)C1CCN(c2cc3c(cc2NC(=O)c2ccc(F)cc2)n(C)c(=O)n3C)CC1	1.5	10	-1	-5	8	17	-0.3	-3	-1	-1.8	0.9
CC(OC(=O)CNS(=O)(=O)/C=C/c1ccccc1)C(=O)Nc1ccc(S(=O)(=O)N2CCCC2)cc1 (stereo not given)	0.5	-9	2	-7	-1	-14	-1.0	123	2	-1.2	2.9
CCOc1ccc(N2C(=O)CC(N3CCN(c4ccccc4OC)CC3)C2=O)cc1 (stereo not given)	-1.4	-13	-1	5	-22	6	0.9	-10	4	1.3	1.6
COc1cc(C(=O)NC(=S)NNC(=O)[C@H]2C[C@@H]2c2ccccc2)cc(OC)c1OC	-4.6	3	0	8	-2	1	0.3	-2	-5	-3.1	-3.2
COc1ccc(CNC(=O)c2cc(S(=O)(=O)N3CCCCC3)ccc2Cl)cc1OC	3.0	-2	1	3	4	-4	0.9	-7	1	-1.2	-0.7
S=C(NCc1ccncc1)Nc1ccc(Cl)cc1	0.2	30	1	4	5	-4	0.8	-18	5	2.2	4.6
NC(=O)NC(=O)COC(=O)c1ccc2c(c1)C(=O)N(Cc1ccccc1)C2=O	0.3	-12	1	0	2	0	-4.6	-8	4	-1.1	-0.3
COc1ccc2c(c1)C1=NN(/C(C)=C\C(C)=O)C(c3ccccc3)C1CC2 (stereo not given)	-1.5	12	-4	12	-11	-9	-0.6	-12	-5	-1.1	-3.4

Shown as a markdown table: entries from further up.
| SMILES | phage Ecoli inh | HTR5A inv ag | DAGLB inh | Tat export inh | PKA-R1A act | PKA-R2B activ | CDK5 inh | SUMO Mot1 rescue | HTR5A ag | Ecoli viability | AddAB inh |
| --- | --- | --- | --- | --- | --- | --- | --- | --- | --- | --- | --- |
| CCC(=O)Nc1ccc(NCc2cccs2)cc1 | 1.8 | -12 | -1 | 1 | 1 | 10 | -1.2 | 9 | 3 | -0.1 | 3.6 |
| COc1ccc(CCCc2nnc(SCC(=O)Nc3cc(C)c(C)cc3Br)o2)cc1 | 2.5 | 7 | -9 | 2 | -3 | 6 | 0.3 | 188 | 5 | 1.6 | 1.9 |

2 entries picked at random from the list so far:
SMILES	phage Ecoli inh	HTR5A inv ag	DAGLB inh	Tat export inh	PKA-R1A act	PKA-R2B activ	CDK5 inh	SUMO Mot1 rescue	HTR5A ag	Ecoli viability	AddAB inh
Cc1c([N+](=O)[O-])cc(C(=O)N2CCOCC2)cc1[N+](=O)[O-]	2.5	-11	0	-1	-2	-1	-0.1	2	-1	0.1	1.1
c1ccc(-c2nnc(-c3ccccn3)nn2)nc1	0.8	5	4	1	-2	1	1.2	-28	-2	4.5	4.2

Compound activity from PubChem BioAssay.
